PAFAH1B3 FP inh – PAFAH1B3 (human) inhibition; recombinant PAFAH1B3, FP-rhodamine probe, fluorescence polarization; AID 492972; inhibition, % at 3.39 µM; actives 0.28% (n = 340,000);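 active = inhibition above the screen-wide average of all tested compounds plus 3 SD, cut at about 25% in these data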;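 note: 0% = enzyme with DMSO only and 100% = wells lacking PAFAH1B3 protein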
Target sequence (Q15102 whole entry, looked up): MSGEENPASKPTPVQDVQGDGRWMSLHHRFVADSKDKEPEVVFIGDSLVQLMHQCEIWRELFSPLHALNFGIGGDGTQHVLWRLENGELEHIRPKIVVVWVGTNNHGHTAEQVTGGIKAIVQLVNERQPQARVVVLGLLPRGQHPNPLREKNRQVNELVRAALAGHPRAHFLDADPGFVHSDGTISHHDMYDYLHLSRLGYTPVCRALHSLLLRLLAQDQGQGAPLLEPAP
LYPLA2 counter – LYPLA2 (human) inhibition in PME1 counter-screen. O95372. recombinant LYPLA2, FP-Rh probe fluorescence polarization. inhibition, % at 5.9 µM. actives 0.38% (n = 320,000). AID 2177;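 active = inhibition above the screen-wide mean plus 3 SD, limit set per campaign, cut at about 26% in these data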;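 note: 0% = LYPLA2 with DMSO and 100% = wells lacking LYPLA2 enzyme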
Target sequence (O95372 whole entry, looked up): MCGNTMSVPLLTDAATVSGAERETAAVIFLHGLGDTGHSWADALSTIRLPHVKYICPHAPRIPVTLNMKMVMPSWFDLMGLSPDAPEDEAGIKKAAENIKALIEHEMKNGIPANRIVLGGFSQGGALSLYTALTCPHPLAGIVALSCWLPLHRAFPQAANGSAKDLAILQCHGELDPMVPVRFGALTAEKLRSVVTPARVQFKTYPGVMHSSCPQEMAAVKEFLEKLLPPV
GSTO1 counter – GSTO1 inhibition, counter-screen for RBBP9 inhibitors. P78417. inhibition, % at 5.96 µM. AID 1974. recombinant GSTO1, activity-based probe fluorescence polarization. actives 1.1% (n = 300,000);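 active = inhibition above the campaign mean inhibition plus 3 SD, cut at about 35% in these data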;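 note: 0% = GSTO1-1 with DMSO and 100% = wells lacking GSTO1-1 enzyme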
PAD4 FP inh – blocks human protein arginine deiminase 4 | Q9UM07 | recombinant PAD4, RCA probe fluorescence polarization | inhibition, % at 6.36 µM | actives 0.41% (n = 330,000) | AID 485272;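 active = percent inhibition above a cutoff equal to the mean of all tested compounds plus 3 SD, cut at about 15% in these data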;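 note: 0% = PAD4 with RCA probe and DMSO and 100% = probe without PAD4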
PME-1 primary – PME-1 (human) inhibition. recombinant PME-1, FP-Rh probe fluorescence polarization. Q9Y570. inhibition, % at 5.9 µM. actives 0.53% (n = 320,000);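 active = inhibition above the campaign mean of all compounds plus 3 SD, cut at about 26% in these data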;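 note: competitive labeling of PME-1 active site by serine hydrolase directed probe; 0% = PME-1 with DMSO and 100% = wells lacking PME-1 enzyme; inhibitors block probe labeling so polarization falls and inhibition rises; many of its hits are not listed in these tables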
PAFAH2 inh – PAFAH2 (human) inhibition. Q99487. recombinant PAFAH2, FP-rhodamine activity probe, fluorescence polarization. inhibition, % at 3.39 µM. actives 0.99% (n = 340,000). AID 492956;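 active = inhibition above the mean over all tested compounds plus 3 SD, cut at about 30% in these data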;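 note: inhibitors block probe labeling of enzyme so polarization drops; 0% = enzyme with DMSO and 100% = wells lacking PAFAH2 protein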
PAFAH1B2 inh – blocks human PAF acetylhydrolase 1b catalytic subunit 2. P68402. recombinant PAFAH1B2, FP-rhodamine activity probe, fluorescence polarization. inhibition, % at 3.39 µM. actives 1.2% (n = 340,000). AID 492953;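 active = inhibition above the mean of all tested compounds plus 3 SD, cut at about 24% in these data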;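 note: 0% = enzyme with DMSO and 100% = wells lacking PAFAH1B2; many of its hits are not listed in these tables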
Target sequence (P68402 whole entry, looked up): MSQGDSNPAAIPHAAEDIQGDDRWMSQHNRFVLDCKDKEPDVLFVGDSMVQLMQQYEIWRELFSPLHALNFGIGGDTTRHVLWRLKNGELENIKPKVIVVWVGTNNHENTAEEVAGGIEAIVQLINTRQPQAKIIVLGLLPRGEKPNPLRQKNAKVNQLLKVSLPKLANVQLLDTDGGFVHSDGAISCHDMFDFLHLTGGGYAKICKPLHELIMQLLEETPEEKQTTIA
pPAFAH inh – pPAFAH (human) enzyme inhibition; actives 1.5% (n = 330,000); recombinant pPAFAH, FP-rhodamine probe fluorescence polarization; Q13093; inhibition, % at 3.39 µM;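 active = inhibition above the mean inhibition across the screen plus 3 SD, cut at about 25% in these data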;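 note: inhibitors block binding of the rhodamine activity-based probe so polarization drops; 0% = enzyme with DMSO and 100% = wells lacking pPAFAH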
LYPLA1 counter – blocks human lysophospholipase 1, a PME1 counter-screen. O75608. inhibition, % at 5.9 µM. AID 2174. recombinant LYPLA1, FP-Rh probe fluorescence polarization. actives 0.16% (n = 320,000);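 active = inhibition above the mean of all tested compounds plus 3 SD, set per campaign, cut at about 14% in these data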;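 note: inhibitors block serine hydrolase probe labeling of LYPLA1 so polarization falls; 0% = enzyme with DMSO and 100% = wells lacking LYPLA1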
Target sequence (O75608 whole entry, looked up): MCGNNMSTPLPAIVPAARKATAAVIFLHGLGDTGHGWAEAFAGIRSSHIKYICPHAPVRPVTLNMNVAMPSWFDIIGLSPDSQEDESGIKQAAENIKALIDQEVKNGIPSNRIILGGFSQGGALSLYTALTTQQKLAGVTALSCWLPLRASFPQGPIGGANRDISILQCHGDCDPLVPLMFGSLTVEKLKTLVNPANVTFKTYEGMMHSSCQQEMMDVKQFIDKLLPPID
Numbers without * were called inactive; / = no result given. The list is partial. The share of hits here may be higher or lower than overall.

molecule	PAFAH1B3 FP inh	LYPLA2 counter	GSTO1 counter	PAD4 FP inh	PME-1 primary	PAFAH2 inh	PAFAH1B2 inh	pPAFAH inh	LYPLA1 counter
Cc1ccc2c(c1)c1c(n2CC(O)Cn2nc(C)c(Br)c2C)C(=O)CCC1 (configuration not stated)	1	-1	-2	-3	4	2	-1	3	-1
O=[N+]([O-])c1ccc2c(c1)CNc1ccccc1O2	0	1	-4	-11	-3	-9	2	-1	-1
CC(C)(O)C(O)COc1c2ccoc2cc2oc(=O)ccc12 (configuration not stated)	4	4	0	-5	0	1	4	1	0
NS(=O)(=O)c1ccc(CCN=C(NS(=O)(=O)c2cccs2)c2ccccc2)cc1	5	2	3	1	2	8	5	0	1
CC1(C(=O)NCC2CCCO2)Oc2cccnc2NC1=O (configuration not stated)	1	-1	3	2	4	-4	1	3	4
O=C(COc1ccccc1O)Nc1ccccc1Cl	-3	14	0	-1	-4	0	0	4	2
CCCCCCCCNC(=O)c1cccnc1SCC(=O)Nc1ccc(OC)cc1OC	-4	-1	1	1	2	1	1	1	-3
CCOC(=O)c1cc2ccc(OC(=O)c3ccco3)cc2oc1=O	6	3	9	-4	0	-6	5	14	2
CN1CCN(C2=Cc3ccccc3Sc3cc(F)c(Cl)cc32)CC1	5	0	4	4	0	3	1	1	2
CCOc1nc(-c2ccncc2)nc2ccccc12	11	6	6	-1	1	-9	4	4	-3
CC1(C)CC(=O)C2=C(C1)NCN(Cc1ccccc1)C2	9	3	-2	3	1	-11	-3	3	2
Cc1cc(C)n2nc(SCCC(=O)NCc3ccccc3)nc2n1	-1	-2	1	-3	1	6	-2	4	0
COc1ccc(-n2nc(C(=O)NCC(=O)Nc3cccc(Cl)c3)c3ccccc3c2=O)cc1OC	-46	-1	-9	-3	-6	-34	-24	-6	-5
O=S(=O)(NCc1ccc(F)cc1)c1cccc(S(=O)(=O)N2CCOCC2)c1	-2	11	7	5	0	6	11	5	4
Cc1cc(C)c(O)c(-c2cc(C(=O)Nc3cccnc3)[nH]n2)c1	-3	-12	-21	3	-13	-13	-6	-3	-18
c1ccc(-c2nnnn2CCOCCn2nnnc2-c2ccccc2)cc1	-2	-6	1	-3	2	1	15	1	-5
O=C(CNC(=O)c1cccc(F)c1)N/N=C/c1cccnc1	3	8	-2	1	-3	2	3	4	0
CSc1nc(N)c2c3c(sc2n1)COC(C(C)C)C3 (configuration not stated)	2	-2	5	-5	-7	5	4	3	1
N/C(=N\OC(=O)/C=C/c1ccccc1)c1ccccc1	9	2	-1	-4	-9	12	3	5	-2
Nc1cc([N+](=O)[O-])ccc1Nc1ccc(O)cc1	2	6	10	-8	10	2	-2	12	-7
O=c1cc(N2CCc3ccccc3C2)[nH]c(=O)n1Cc1ccc(F)cc1	1	3	0	2	2	7	11	2	-1
CC1(c2ccc(OC(F)F)cc2)NC(=O)N(CC(=O)N2c3ccccc3NC(=O)C2(C)C)C1=O (configuration not stated)	1	2	/	2	6	0	4	14	5
CCCN(CC(=O)Nc1ccccc1C)C(=O)c1cccc(S(=O)(=O)N2CCN(c3ccccc3)CC2)c1	-5	4	-4	1	0	9	4	4	2
CC(C)CC(=O)OCc1cn(-c2ccccc2)nn1	1	6	-1	1	1	19	4	2	1
COc1ccc(NC(=O)COC(=O)CCc2ccc(S(=O)(=O)N3CCOCC3)cc2)c(OC)c1	11	/	/	-9	/	7	2	10	/
O=C(NC1CCCCC1)C(c1ccc(O)cc1)N(C(=O)c1cnccn1)c1cccc(F)c1 (configuration not stated)	10	2	-1	-7	-1	4	2	4	0
Cc1cc(C(=O)CN2C(=O)NC3(CCCCC3)C2=O)c(C)n1Cc1ccco1	-4	2	1	-7	-5	-6	-1	6	3
COc1ccc(N=NC2=C(O)CC(C)(C)CC2=O)cc1	-5	-4	1	5	-1	3	4	5	0
O=C(COc1ccc(Cl)cc1)NNC(=S)NCc1ccccc1	8	17	4	-2	-3	-1	15	-1	0
COc1ccc(NC(=O)CSc2nc(C)cc(C)n2)cc1	6	-7	0	-4	1	3	1	0	0
CC(NC(=S)Nc1ccccc1Cl)C(c1ccccc1)N1CCOCC1 (configuration not stated)	4	0	7	-3	-1	-8	4	-5	-3
O=C1C2C(C(=O)N1CCc1ccccc1)C1C=CC2C12CC2 (configuration not stated)	7	-3	-3	-2	-2	7	6	7	-2
CC(=O)Nc1c([N+](=O)[O-])cc(C)c(Cl)c1[N+](=O)[O-]	-2	-4	8	-2	2	-4	-2	6	-3
COc1ccc(NC(=O)CN(c2cc(C)cc(C)c2)S(=O)(=O)c2c(C)noc2C)cc1OC	3	-5	2	3	3	6	2	2	0
COc1nc(-c2ccc(Cl)cc2)ccc1-c1noc(-c2ccco2)n1	8	-4	-8	-3	-6	3	4	2	-7
COc1ccc(C2C(C(=O)c3ccco3)=C(O)C(=O)N2CC2CCCO2)cc1 (configuration not stated)	2	4	-1	-7	-9	-4	4	1	2
NNC(=O)CCCCCCCCCCOCCCCO	2	3	3	1	-8	-3	1	12	1
O=C(COC(=O)CNS(=O)(=O)/C=C/c1ccccc1)Nc1cccc2ccccc12	-6	-5	-3	-3	-6	-11	-4	15	-3
COc1cc(C)nc(N2CCCC(C(=O)Nc3cccc(Cl)c3C)C2)n1 (configuration not stated)	7	1	-5	3	-4	0	6	3	3
CCOC(=O)c1nnsc1NC(=O)Nc1ccc(OC)cc1	10	6	11	-2	0	1	4	-1	-2
Cc1cc(C(=O)N2CCc3c([nH]c4ccccc34)C2c2c(F)cccc2Cl)no1 (configuration not stated)	-2	-2	3	-2	-2	-2	5	12	-3
COC(=O)c1cc(Br)ccc1NC(=O)Nc1ccc(C)cc1	4	-1	-3	4	-5	6	10	-10	-1
O=C(COc1ccc(Br)cc1)NCc1cn2ccccc2n1	2	8	3	3	1	3	8	2	-2
CN(C)S(=O)(=O)n1cnc2ccccc21	6	2	2	1	2	8	5	-2	2
COc1ccc(C2=CC(=O)C[C@H](c3ccc(F)cc3)C2)c(F)c1F	9	8	/	-1	2	0	2	-1	-2
O=C(Nc1nc(-c2ccccn2)cs1)c1ccc(S(=O)(=O)N2CCCCC2)cc1	/	-20	4	-2	3	/	/	2	-16
NNc1nc(C(F)(F)F)nc2ccccc12	-7	-3	-13	-3	-1	-2	0	4	-9
O=S(=O)(c1ccccc1)N1CCN(S(=O)(=O)c2ccccc2)C1	-1	-1	0	-3	2	4	15	-3	0
CCOC(=O)c1ccc(S(=O)(=O)N2CCC(N3CCCCC3)CC2)cc1	-5	4	2	-3	-1	-3	6	5	3
COC(=O)/C(=N\Nc1ccccc1)Sc1nnc(-c2ccc(OC)cc2)n1C	-4	0	3	-4	3	-10	4	3	2

Remaining list, next part:
molecule	PAFAH1B3 FP inh	LYPLA2 counter	GSTO1 counter	PAD4 FP inh	PME-1 primary	PAFAH2 inh	PAFAH1B2 inh	pPAFAH inh	LYPLA1 counter
CCN(CC(O)CON=C1c2ccccc2-c2ccccc21)S(=O)(=O)c1ccc(Cl)cc1 (configuration not stated)	-38	-44	-9	-2	-35	-25	-21	-17	-19
CCN1CCN(C(=O)CCc2ccc(S(=O)(=O)NCCc3ccccc3)cc2)CC1	1	7	0	-7	-5	1	-1	15	-1
COCCN(C(=O)COC(=O)CCC(=O)c1ccc(Cl)cc1)c1c(N)n(Cc2ccccc2)c(=O)[nH]c1=O	10	-4	-1	4	-3	-1	5	1	-5
Nc1cc(S(=O)(=O)N2CCOCC2)ccc1N1CCCCC1	10	/	/	1	/	9	4	3	/
O=C(CCCc1c[nH]c2ccccc12)NCC1COc2ccccc2O1 (configuration not stated)	4	1	-1	-2	-2	-3	4	4	0
CC(Oc1ccccc1)C(=O)Nc1c2c(nn1-c1ccccc1)CS(=O)C2 (configuration not stated)	-1	7	1	-2	3	1	5	-3	0
COc1ccc(NC(=O)C2CC(=O)N(CCc3ccc(F)cc3)C2)c(OC)c1 (configuration not stated)	11	0	7	1	4	-2	2	4	-1
O=c1[nH][nH]cc1C=Nc1ccc(Cl)cc1Cl	4	0	1	-2	-11	0	2	-2	-1
COc1cc(Cl)cc(C2NC(=O)NC(C)=C2C(=O)NCc2ccccc2)c1O (configuration not stated)	8	-5	8	-1	2	-2	6	-3	1
Cc1nc(-c2ccc(S(=O)(=O)N3CCN(CCc4ccccc4)CC3)s2)cs1	/	3	7	0	-2	/	/	-2	0
Cc1ccc2c(c1)cc(CN(Cc1ccc3c(c1)OCO3)C(=O)c1ccccc1)c1nnnn12	0	5	2	6	-2	-14	6	3	-1
NC(=S)Nc1ccc(Cl)c(Cl)c1	9	5	2	5	8	-7	0	0	1
CN(C(=O)c1ccc([N+](=O)[O-])cc1)c1ccccc1C(=O)NCc1ccccc1	2	-2	-1	2	8	-11	6	2	-2
CC(C)CN1CCN(Cc2cnc(-c3ccc(Cl)cc3)nc2)CC1CCO (configuration not stated)	2	0	0	1	-5	-2	-1	1	0
NNC(=O)Cn1nc(Cc2ccccc2)n(N)c1=O	1	-1	/	1	-1	-2	4	0	2
CCOc1ccc(OCC)c(NS(=O)(=O)c2cccc3nsnc23)c1	8	5	1	-8	6	2	7	3	-2
COCCNC(=O)Cn1cc(S(=O)(=O)N2CCN(c3ccccc3F)CC2)c2ccccc2c1=O	10	-7	-6	-10	2	2	5	1	-5
CCO[C@@H]1OC(C(=O)NCc2nc3ccccc3[nH]2)=C[C@H](C2CC2)[C@H]1CCCO	4	-3	1	-2	0	-2	2	5	-2
Cc1oc(-c2ccc(Cl)cc2)nc1CS(=O)CC(=O)NCCN1CCCC1 (configuration not stated)	2	-2	4	-3	-6	0	6	2	-1
O=C(CN1C(=O)C2CC=CCC2C1=O)Nc1ccc(F)cc1F (configuration not stated)	-4	-4	/	0	-1	3	-2	3	-1
COc1ccc(NC(=O)CN2CCN(S(=O)(=O)c3ccc(Br)cc3)CC2)c(OC)c1	0	-6	-10	3	1	-2	20	3	-5
CCCOc1cccc(C(=O)Nc2nnn(CCC)n2)c1	1	-1	1	1	-1	-3	2	6	-3
CCC(C)[C@H](NC(=O)NCc1cccc(OC)c1)C(=O)OC (some centres not stated)	3	5	-2	1	3	1	0	1	-1
COCCn1c(SCC(=O)Nc2ccc(F)cc2F)nc2c([nH]c3ccccc32)c1=O	3	-6	0	-6	0	-4	-3	-6	-1
O=C(CC1CCCCC1)NCc1ccccc1Cl	15	8	8	0	-2	-6	6	3	-4
O=S(=O)(NCc1ccccc1Br)c1cccs1	5	-2	6	-8	3	6	5	2	0
COc1cccc(CNCCSc2nnnn2C)c1OC	4	1	1	0	4	2	-3	3	-1
COC(=O)Nc1csc2c1NC(=O)CCCC2	-2	-4	9	0	-3	9	17	-5	-3
Cc1ccc(S(=O)(=O)Nc2ccccc2F)cc1C(=O)NCc1ccco1	-4	-1	/	1	-2	-6	-3	4	-2
CC1CCCN(C(=O)CCS(=O)(=O)Cc2ccccc2)C1 (configuration not stated)	-2	-2	-3	0	-3	10	-4	14	1

Bioassay records from PubChem BioAssay.
